Compound activity (PubChem BioAssay)
CRFR2-BP ag: agonists of CRF-BP/CRF-R2 complex, primary screen, cell-based, HEK293, calcium dye fluorescence, uHTS | calcium dye fluorescence (FLIPR); percent of saturating CRF peptide response | CRF-binding protein / CRF receptor 2 complex (human) | activation, % at 13.2 µM | 350,000 compounds, 0.46% hits | AID 588473, 2011;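 active = activation of at least 50%, plus an integration ratio under a set limit after plate pattern correction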;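 note: plate controls were neutral control wells without compound for no effect and CRF at EC100 for full effect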
M1 PAM: human M1 muscarinic receptor positive allosteric modulators, primary screen, CHO-K1 cells, Fluo-8 calcium fluorescence, 1536-well; CHO-K1 hM1, ACh EC20; 0% = ACh EC20, 100% = maximal ACh; activation, % at 3 µM; 360,000 compounds, 0.088% hits; AID 588819, 2011; in the data active = activation above about 19%, passing the limit was not always enough
Target sequence (P11229 whole entry, looked up): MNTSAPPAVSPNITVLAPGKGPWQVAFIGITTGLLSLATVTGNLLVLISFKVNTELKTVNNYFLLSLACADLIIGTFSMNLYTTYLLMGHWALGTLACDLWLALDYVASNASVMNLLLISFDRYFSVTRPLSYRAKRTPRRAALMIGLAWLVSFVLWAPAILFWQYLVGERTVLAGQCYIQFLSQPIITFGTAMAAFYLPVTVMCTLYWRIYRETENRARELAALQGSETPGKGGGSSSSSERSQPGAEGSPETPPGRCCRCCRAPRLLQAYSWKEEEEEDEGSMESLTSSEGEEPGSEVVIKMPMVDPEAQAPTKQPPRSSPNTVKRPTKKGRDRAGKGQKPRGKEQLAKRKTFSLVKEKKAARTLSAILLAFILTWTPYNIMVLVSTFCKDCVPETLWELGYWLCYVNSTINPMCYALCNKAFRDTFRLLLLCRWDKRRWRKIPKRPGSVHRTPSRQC
M5 ag: human M5 muscarinic receptor agonists, primary screen, CHO-K1 cells, Fluo-8 calcium fluorescence; CHO-K1 hM5 cells; 0% DMSO wells, 100% maximal acetylcholine response; 360,000 compounds, 0.19% hits; AID 624037, 2012; activation, % at 3 µM; Muscarinic acetylcholine receptor M5 (Homo sapiens), P08912;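 active = activation above the run's mean over test compounds plus 3 SD, cut at about 23% in these data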;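 note: signal is peak over basal fluorescence ratio across the kinetic read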
CHRM5 PAM: human M5 muscarinic receptor positive allosteric modulators, primary screen, CHO-K1 cells, Fluo-8 calcium fluorescence; CHO-K1 hM5, ACh EC20 PAM; 0% = ACh EC20, 100% = ACh EC100; activation, % at 3 µM; 360,000 compounds, 0.3% hits; AID 624038, 2012;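 active = activation above the run cutoff, the mean activation of all test compounds plus 3 SD, cut at about 18% in these data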
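Assay system – human M5 receptor in CHO-K1 cells · Read-out – % activation, ACh-normalized · Technique – Fluo-8 calcium fluorescence · Dosing – single-point, 3 µM nominal · Incubation – Fluo-8 loading 80 min at 37 °C plus 30 min room temperature · Repeats – singlicate, one well per test compound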
CHRM5 antagonist: human M5 muscarinic receptor antagonists, primary screen, CHO cells, Fluo-8 calcium fluorescence. AID 624040, 2012. CHO-hM5 cells, ACh EC80. 360,000 compounds, 0.59% hits. inhibition, % at 3 µM. Muscarinic acetylcholine receptor M5 (Homo sapiens), P08912;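 active = inhibition above a per-plate cutoff, the mean of that plate's test compounds plus 3 SD, cut at about 27% in these data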;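 note: 0% = acetylcholine EC80 with DMSO and 100% = DMSO without agonist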
M4 PAM: human M4 muscarinic receptor positive allosteric modulators, primary screen, CHO-K1 cells, Fluo-8 calcium fluorescence | activation, % at 3 µM | CHO-K1 hM4/Gqi5, ACh EC20; 0% = ACh EC20, 100% = maximal ACh | AID 624126, 2012 | 360,000 compounds, 0.4% hits;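 active = activation above its plate's cutoff, the mean activation of sample wells plus 3 SD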; note: some results filed as inactive read as strong as hits
Target sequence (P08173 whole entry, looked up): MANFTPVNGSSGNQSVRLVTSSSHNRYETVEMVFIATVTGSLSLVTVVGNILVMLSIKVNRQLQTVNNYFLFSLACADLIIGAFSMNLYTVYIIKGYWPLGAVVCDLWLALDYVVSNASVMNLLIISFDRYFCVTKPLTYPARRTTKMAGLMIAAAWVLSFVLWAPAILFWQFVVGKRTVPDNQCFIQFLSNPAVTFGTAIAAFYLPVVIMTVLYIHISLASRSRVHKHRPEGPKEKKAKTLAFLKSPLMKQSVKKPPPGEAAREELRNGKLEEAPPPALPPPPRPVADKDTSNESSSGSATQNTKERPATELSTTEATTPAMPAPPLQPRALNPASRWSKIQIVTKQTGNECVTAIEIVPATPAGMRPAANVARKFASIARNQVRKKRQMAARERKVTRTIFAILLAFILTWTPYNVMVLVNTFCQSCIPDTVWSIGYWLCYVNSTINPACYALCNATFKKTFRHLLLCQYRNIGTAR
M4 antag: human M4 muscarinic receptor antagonists, primary screen, CHO cells, Fluo-8 calcium fluorescence | CHO-hM4 cells, ACh EC80 | inhibition, % at 3 µM | 360,000 compounds, 0.73% hits | AID 624125, 2012;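 active = inhibition above its plate's cutoff, the mean inhibition of sample wells plus 3 SD, cut at about 27% in these data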;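 note: 0% = acetylcholine EC80 with DMSO and 100% = DMSO without agonist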
CRFBP-R2 block: antagonists of CRF-BP/CRF-R2 complex, primary screen, cell-based, HEK293, calcium dye fluorescence, uHTS; inhibition, % at 11.8 µM; 350,000 compounds, 0.59% hits; AID 588475, 2011; CRF-induced calcium fluorescence;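 active = inhibition of the ligand-induced calcium signal above about 50% at the single tested concentration, limit read from the data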
CHRM4 agonist: human M4 muscarinic receptor agonists, primary screen, CHO-K1 cells, Fluo-8 calcium fluorescence. CHO-K1 hM4/Gqi5; vehicle 0%, full acetylcholine response 100%. activation, % at 3 µM. 360,000 compounds, 0.14% hits;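 active = activation above the run mean over all test wells plus 3 SD, cut at about 32% in these data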;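 note: peak over basal fluorescence ratio per well then scaled between controls; 0% = DMSO wells and 100% = acetylcholine at EC100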
* = called active by the depositor; . = no result given.

Sample of the layout (two entries):
#1 COc1cccc(C(=O)/C=C/Nc2ccc(S(=O)(=O)Nc3cccc(C(C)=O)c3)cc2)c1
#2 CCN(Cc1ccccc1)C(=O)CCS(=O)(=O)c1ccc2c(c1)n(C)c(=O)c(=O)n2C

Compound	1	2
CRFR2-BP ag	2.3	-0.1
M1 PAM	7	1
M5 ag	2	0
CHRM5 PAM	-7	-3
CHRM5 antagonist	8	2
M4 PAM	-3	2
M4 antag	13	-10
CRFBP-R2 block	-1	4
CHRM4 agonist	9	1

Main list, repeating the preview:
#1 COc1cccc(C(=O)/C=C/Nc2ccc(S(=O)(=O)Nc3cccc(C(C)=O)c3)cc2)c1
#2 CCN(Cc1ccccc1)C(=O)CCS(=O)(=O)c1ccc2c(c1)n(C)c(=O)c(=O)n2C
#3 NC(=O)C1CCN(CC(=O)Nc2nc(-c3ccccc3)cs2)CC1
#4 CCN1CCN=C1Nc1ccccc1
#5 COc1ccc(CC(=O)NCCc2ccc(S(N)(=O)=O)cc2)cc1

Compound	1	2	3	4	5
CRFR2-BP ag	2.3	-0.1	-3.0	1.6	-0.8
M1 PAM	7	1	19	5	-1
M5 ag	2	0	4	-2	-1
CHRM5 PAM	-7	-3	0	-7	-2
CHRM5 antagonist	8	2	-8	12	-5
M4 PAM	-3	2	-5	2	2
M4 antag	13	-10	-15	-1	-2
CRFBP-R2 block	-1	4	-4	-1	-21
CHRM4 agonist	9	1	2	0	1

#6 Cn1c(=O)n(C)c2cc(S(=O)(=O)NCCOCCO)ccc21
#7 Clc1ccccc1NN=Cc1ccccn1
#8 CCNC(=S)NNC(=O)c1ccc(S(=O)(=O)NCc2ccco2)cc1
#9 COc1ccccc1/C=C/CN1CCC(n2nccc2NC(=O)C2CC2)CC1
#10 O=C(c1ccc(N2CCCCS2(=O)=O)cc1)N1CCN(c2ccc(N3CCOCC3)nn2)CC1

Compound	6	7	8	9	10
CRFR2-BP ag	0.9	-3.4	2.9	1.0	-0.6
M1 PAM	-5	11	13	-5	11
M5 ag	1	-2	4	-5	-1
CHRM5 PAM	-1	-4	-1	-2	0
CHRM5 antagonist	3	6	-3	9	0
M4 PAM	1	6	12	-1	5
M4 antag	2	-13	4	0	-8
CRFBP-R2 block	-3	-2	-10	-12	0
CHRM4 agonist	2	2	1	1	1

#11 Cc1ccc(OCC(=O)NN2C(=O)c3ccccc3C2=O)c(C)c1
#12 CC(Oc1ccc(Cl)cc1Cl)C(=O)NNC(=O)C(=O)N1CCCC1 (stereo not given)
#13 O=C(COC(=O)c1ccc2ncsc2c1)Nc1ccccc1Cl
#14 CCCCc1c(-c2ccccc2OC)ncn1Cc1cccc(-c2ccccc2)c1
#15 CCN1C(=NCCOC)N[C@@H](c2cccc(F)c2)C(C(=O)OC)=C1C

Compound	11	12	13	14	15
CRFR2-BP ag	-1.8	-0.3	-3.0	.	2.3
M1 PAM	6	-2	-8	.	2
M5 ag	-6	-1	3	1	-9
CHRM5 PAM	3	1	-9	-15	-10
CHRM5 antagonist	-1	5	13	16	12
M4 PAM	8	-5	5	-3	-6
M4 antag	3	8	-4	1	13
CRFBP-R2 block	-8	6	-6	.	-10
CHRM4 agonist	1	-1	4	6	0

#16 C/C(=N\N=C\c1cccc(F)c1)c1nnn(-c2nonc2N)c1C
#17 C=CCC(Nc1ccccc1)C12C=CC(O1)C(C(=O)OC)=C2C(=O)OC (stereo not given)
#18 COc1ccccc1NS(=O)(=O)c1ccc(C(=O)N2CCN(c3ccccc3)CC2)cc1
#19 O=C(O)/C=C/C(=O)Nc1ccc(Cl)c(C(=O)O)c1
#20 COc1cc(-c2cc(C(=O)Nc3ccc(C)c(S(=O)(=O)N4CCOCC4)c3)c3ccccc3n2)cc(OC)c1OC

Compound	16	17	18	19	20
CRFR2-BP ag	-1.4	-0.2	1.8	1.5	8.3
M1 PAM	2	3	-3	-6	-13
M5 ag	0	-1	8	2	4
CHRM5 PAM	-7	2	-15	-15	-24
CHRM5 antagonist	6	0	4	16	17
M4 PAM	-8	6	-8	-25	-8
M4 antag	11	4	3	1	11
CRFBP-R2 block	-1	21	-6	3	-2
CHRM4 agonist	1	1	14	10	21

#21 Cc1nn(CC#N)c(=O)n1-c1ccc(C(C)C)cc1
#22 CC(=O)N(C(C)=O)N1C(=O)/C(=C/c2ccc(Cl)cc2)SC1=S
#23 CCC(=O)NC(=S)Nc1cc(C(=O)O)ccc1OC
#24 CCCCN1C=C(C(C)=O)C(=O)CC1
#25 CCCC1=Nc2cc(C(=O)NCc3ccco3)ccc2Sc2ccccc21

Compound	21	22	23	24	25
CRFR2-BP ag	-2.8	3.0	0.8	-0.1	1.9
M1 PAM	21	6	12	7	-7
M5 ag	2	-3	-3	1	1
CHRM5 PAM	3	-1	-1	8	20*
CHRM5 antagonist	3	-3	1	-7	21
M4 PAM	15	6	8	2	5
M4 antag	0	-11	-3	-9	-2
CRFBP-R2 block	5	20	28	10	-3
CHRM4 agonist	0	1	1	1	0

#26 Cc1ccc(NC(=O)c2cc(-c3ccc(C)o3)nc3ccccc23)nc1
#27 CC(SCc1ccccc1)C(=O)Nc1ccccc1 (stereo not given)
#28 COc1cc(OC)cc(C2=Cc3ccccc3C(CC(C)=O)N2c2ccc(C#CCCO)cc2)c1 (stereo not given)
#29 O=C(Nc1ccc(S(=O)(=O)NCc2ccco2)cc1)c1cccc(F)c1
#30 Cc1cccc(NS(=O)(=O)c2cccc3cccnc23)n1

Compound	26	27	28	29	30
CRFR2-BP ag	-0.5	-0.6	.	-2.0	-0.9
M1 PAM	-3	6	.	14	16
M5 ag	3	3	2	-3	1
CHRM5 PAM	-7	3	-3	-4	-3
CHRM5 antagonist	1	0	-8	15	7
M4 PAM	-3	2	-4	-9	1
M4 antag	7	-2	1	-3	-5
CRFBP-R2 block	1	8	.	3	15
CHRM4 agonist	8	-1	1	6	1

#31 COc1ccc(NC(=O)N(C)C[C@@H]2OCc3cnnn3CCCC(=O)N([C@H](C)CO)C[C@@H]2C)cc1
#32 Cn1c(=O)c2c(ncn2CC(O)CNc2ccc(Br)cc2)n(C)c1=O (stereo not given)
#33 COc1ccc(O)c(C(=O)c2cnn(C(=O)c3ccc(C)cc3)c2)c1
#34 O=[N+]([O-])c1ccc(C2Nc3cccc4cccc(c34)N2)cc1
#35 COc1ccc(OC)c(NC(=O)CN(c2ccc(C(C)C)cc2)S(=O)(=O)c2c(C)noc2C)c1

Compound	31	32	33	34	35
CRFR2-BP ag	6.3	-1.0	-1.3	-2.4	2.0
M1 PAM	3	3	11	8	0
M5 ag	0	-5	0	-3	-5
CHRM5 PAM	8	-6	-3	10	-7
CHRM5 antagonist	-13	-8	13	-1	-6
M4 PAM	4	9	5	3	-4
M4 antag	-1	-1	4	1	-8
CRFBP-R2 block	-14	-18	-3	19	20
CHRM4 agonist	2	5	1	0	0

#36 Cn1c(SCc2cc(=O)n3cc(Br)ccc3n2)nnc1C1COc2ccccc2O1 (stereo not given)
#37 COc1ccc(NC(=O)CSc2n[nH]c(-c3ccccc3)n2)cc1S(N)(=O)=O
#38 COc1ccc(NC(=O)c2ccc(NC(=O)CSc3nccc(=O)[nH]3)cc2)cc1
#39 S=c1nc(SCc2ccccc2)[nH]c2ccccc12
#40 CCN1C[C@@H]2[C@@H]3C(=O)N(Cc4ccccc4)C(=O)[C@@H]3[C@](C)(C1=O)N2C(=O)c1ccc(C(F)(F)F)cc1

Compound	36	37	38	39	40
CRFR2-BP ag	-0.6	1.6	-0.4	1.4	-3.1
M1 PAM	-3	5	8	8	4
M5 ag	-3	2	0	-2	3
CHRM5 PAM	-17	0	4	-2	-1
CHRM5 antagonist	12	12	5	4	-4
M4 PAM	-1	-2	8	-4	3
M4 antag	-2	7	-3	3	-7
CRFBP-R2 block	0	1	0	-6	-1
CHRM4 agonist	8	1	0	1	2

#41 Cc1nnc(SCC(=O)NCCN2C(=O)CSC2=O)n1-c1ccccc1
#42 N/C(=N\OC(=O)CCCOc1ccccc1)c1cccc([N+](=O)[O-])c1
#43 COC(=O)Nc1ncc(CN2C(=O)c3ccccc3C2=O)s1
#44 COc1ccc(CCn2c(=N)c(C(=O)NCCN3CCOCC3)cc3c(=O)n4cccc(C)c4nc32)cc1OC
#45 c1ncn(C23CC4CC(CC(C4)C2)C3)n1

Compound	41	42	43	44	45
CRFR2-BP ag	0.2	-0.8	-0.6	-0.6	2.8
M1 PAM	0	4	4	-9	7
M5 ag	4	0	3	1	-3
CHRM5 PAM	9	0	-1	1	21*
CHRM5 antagonist	4	-13	6	-9	1
M4 PAM	8	-4	1	-5	11
M4 antag	-3	2	-4	-3	-16
CRFBP-R2 block	9	1	-2	14	13
CHRM4 agonist	0	1	0	7	0

Results in M4 PAM and M5 ag (five entries from above):
item | structure | M4 PAM | M5 ag
43 | COC(=O)Nc1ncc(CN2C(=O)c3ccccc3C2=O)s1 | 1 | 3
41 | Cc1nnc(SCC(=O)NCCN2C(=O)CSC2=O)n1-c1ccccc1 | 8 | 4
42 | N/C(=N\OC(=O)CCCOc1ccccc1)c1cccc([N+](=O)[O-])c1 | -4 | 0
45 | c1ncn(C23CC4CC(CC(C4)C2)C3)n1 | 11 | -3
44 | COc1ccc(CCn2c(=N)c(C(=O)NCCN3CCOCC3)cc3c(=O)n4cccc(C)c4nc32)cc1OC | -5 | 1

(more compounds)
#46 CCOc1ccc(CN2CCN(Cc3cccc4c3OCO4)CC2CCO)cc1 (stereo not given)
#47 CC(c1ccon1)N(C)C(=O)c1ccc2nc(Cc3cccc(Cl)c3)oc2c1 (stereo not given)
#48 CCOc1ccc(Cc2nc(N)nc(N)n2)cc1
#49 CN(C)c1nc(-c2cn(CCC#N)c3ccccc23)cs1
#50 COc1cc(/C=C/C(=O)Nc2ccc3[nH]c(=O)[nH]c3c2)cc(OC)c1OC
#51 Clc1cccc(N2CCN(CCNc3nc4ccccc4n4cnnc34)CC2)c1
#52 CC(NC(=O)c1ccc(Br)cc1Br)c1ccccc1 (stereo not given)

Compound	46	47	48	49	50	51	52
CRFR2-BP ag	-0.6	-1.2	-0.6	3.5	6.0	1.1	-1.2
M1 PAM	-10	12	-3	-3	-4	2	6
M5 ag	-4	-1	-1	-2	2	0	2
CHRM5 PAM	1	2	1	-3	-4	5	-2
CHRM5 antagonist	0	0	0	14	11	-1	5
M4 PAM	3	10	0	5	-3	2	-7
M4 antag	-1	-11	13	4	-4	-7	-1
CRFBP-R2 block	9	-7	6	9	-9	-8	20
CHRM4 agonist	1	6	0	4	2	6	13
